Screening data: PubChem BioAssay, National Center for Advancing Translational Sciences (NCATS)
TrxR1 substrate: is turned over as a substrate by rat TrxR1 | O89049 | purified TrxR1 substrate turnover, NADPH consumption readout | Potency, µM (highest dose often 114 µM), without a hit: at the highest dose activity change, negative = substrate turnover | 0.01% of 390,000 active | AID 588456; note: potency is the fitted concentration of half-maximal effect; % is set by controls: 0 for no effect and ±100 for the full control effect; nearly all actives have a fitted effect of over 50% in size
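Rat TrxR1, dispensed at 90 nM, was prereduced with 400 uM NADPH (final) for 5 min at ~22 deg C, then incubated with compound 15 min before 400 uM selenite. A first-read NADPH fluorescence drop versus no-compound background flagged substrates.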
Vif-A3F inh: blocks the Vif interaction with APOBEC3F. HeLa A3F-eYFP + Vif (tagged APOBEC3F with the HIV-1 protein that degrades it), YFP fluorescence increase. Potency, µM (top dose mostly 46.1 µM), for the others: at the top dose activity, negative = active. 0.2% of 390,000 active; note: potency is the fitted concentration of half-maximal effect; % of control where 0% means no effect; nearly all actives have a fitted effect of over 65% in size
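Fluorescence increase (Ex 488/Em 500-530) after overnight compound treatment at 37 deg C flags inhibition of Vif-driven A3F-eYFP loss in stable HeLa A3F-eYFP/Vif cells seeded overnight beforehand.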
RXFP1 ag: agonists of human relaxin receptor RXFP1; Q9HBX9; HEK293T-RXFP1 cAMP TR-FRET, 30 min; response scale: percent of porcine relaxin response, buffer zero; Potency, µM (titrated, usually from 57.5 µM), without a hit: top-dose activation, usual class: activators; 0.3% of 370,000 active; note: potency is the fitted concentration of half-maximal effect; % is set by controls: 0 for no effect and ±100 for the full control effect; nearly all actives have a fitted effect of over 60% in size; many of its hits are not listed in these tables
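Agonist response is measured as cAMP accumulation in an RXFP1-transfected HEK293T line under PDE4 inhibition. Values are scaled between buffer-only and 29 nM porcine relaxin, and EC50s come from standard Hill equation fits.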
Vif-APOBEC3G blk: inhibitors of Vif-APOBEC3G interaction | 0.076% of 410,000 active | Potency, µM (highest dose often 46.1 µM), for inactives: at the highest dose activity, negative = active, most hits filed as inhibitors | Q9HC16 | HeLa A3G-eYFP + Vif (tagged APOBEC3G with the HIV-1 protein that degrades it), YFP fluorescence, overnight | AID 602310;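 note: potency is the fitted concentration of half-maximal effect; % is set by controls: 0 for no effect and ±100 for the full control effect; nearly all actives have a fitted effect of over 60% in size; hits raise eYFP signal because A3G escapes Vif-driven loss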
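HeLa cells stably expressing Vif and C-terminally eYFP-tagged A3G, seeded overnight at 37 deg C, then exposed to compound by pintool overnight at 37 deg C. Rise in yellow fluorescence (Ex 488/Em 500-530, Acumen) marks blocked Vif-driven A3G degradation.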
GRP78 ERSR act: inducers of ER stress response in human glioma cells | Potency, µM, for the others: at the top dose activation, hits mostly activators | AID 602332 | 0.02% of 420,000 active | U87-MG GRP78 promoter luciferase reporter, 16 h; note: potency is the fitted concentration of half-maximal effect; series mostly up to about 76 µM; % of control where 0% means no effect; nearly all actives have a fitted effect of over 35% in size
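Stably transfected U87-MG glioma cells carrying a GRP78-based luciferase sensor; 16 h compound incubation. Luminescence end-point read 10 min after Bright-Glo addition at room temperature.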
LDHA block: blocks human lactate dehydrogenase A; AID 1347041; 0.15% of 480,000 active; purified LDHA, NADH/diaphorase-resazurin fluorescence; hits give low values; activity change, % (values are at about 110 or 230 µM); P00338; in the data active = activity change below about -30%; inconclusive = mostly about -25% to -30%;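 note: plate controls were DMSO wells for no effect and wells without enzyme for full effect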
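Human LDH5 (2 nM) was incubated with 0.06 mM NADH and 0.2 mM pyruvate for 5 min at room temperature in Tris pH 7.4. Remaining NADH was coupled through diaphorase/resazurin, and resorufin fluorescence was read at 0 and 20 min.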
PI4K2A inh: blocks human PI4K2A kinase activity; purified PI4K2A, ADP-Glo luminescence, 1 h; hits give low values; activity change, negative = inhibition, % at 76.9 µM; 0.13% of 420,000 active; Q9BTU6; in the data active = activity change below about -50%; inconclusive = mostly about -30% to -49%;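 note: -100% = wells without enzyme as full effect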
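Compounds are screened against recombinant PI4K2A using PI as substrate and ATP, the latter dispensed at 300 microM. Reactions run one hour at ambient temperature before ADP-Glo detection; full inhibition defined by wells lacking enzyme.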
USP1-UAF1 inh: inhibitors of human USP1/UAF1 deubiquitinase; AID 743255; Potency, µM (titrated, usually from 57.1 µM), without a hit: at the highest dose activity change, negative = inhibition, most hits filed as inhibitors; 0.23% of 390,000 active; recombinant USP1/UAF1, Ub-Rhodamine cleavage fluorescence; O94782; note: potency is the fitted concentration of half-maximal effect; % is set by controls: 0 for no effect and ±100 for the full control effect; nearly all actives have a fitted effect of over 60% in size; inactives centre near -12
Target sequence (O94782 whole entry, looked up): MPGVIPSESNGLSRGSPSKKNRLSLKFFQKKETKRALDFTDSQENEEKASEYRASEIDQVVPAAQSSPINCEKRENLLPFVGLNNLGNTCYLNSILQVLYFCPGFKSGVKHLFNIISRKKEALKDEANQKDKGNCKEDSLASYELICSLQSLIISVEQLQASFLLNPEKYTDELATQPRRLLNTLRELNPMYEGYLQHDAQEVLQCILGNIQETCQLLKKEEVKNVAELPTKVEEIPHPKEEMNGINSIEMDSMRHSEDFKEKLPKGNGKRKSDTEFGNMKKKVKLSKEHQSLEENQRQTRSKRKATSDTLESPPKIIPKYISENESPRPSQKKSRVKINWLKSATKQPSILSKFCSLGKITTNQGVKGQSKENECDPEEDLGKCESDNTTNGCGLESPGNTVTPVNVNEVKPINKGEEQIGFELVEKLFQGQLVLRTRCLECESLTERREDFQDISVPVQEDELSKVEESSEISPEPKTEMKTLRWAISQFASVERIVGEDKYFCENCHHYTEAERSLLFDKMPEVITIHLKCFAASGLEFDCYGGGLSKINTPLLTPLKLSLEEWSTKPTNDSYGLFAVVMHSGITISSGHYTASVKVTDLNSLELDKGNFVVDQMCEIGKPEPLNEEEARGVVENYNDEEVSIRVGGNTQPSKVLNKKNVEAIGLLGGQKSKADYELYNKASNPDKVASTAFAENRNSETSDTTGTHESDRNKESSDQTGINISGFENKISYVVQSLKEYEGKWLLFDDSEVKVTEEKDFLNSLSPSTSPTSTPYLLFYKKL
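Step one: compound is pinned into 1nM USP1/UAF1 in HEPES pH 7.8 buffer with TCEP. Step two: 15 min room-temperature incubation. Step three: Ub-Rho (150nM final) starts cleavage, tracked by fluorescence over six one-minute reads.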
IDH1 R132H inh: inhibitors of human mutant IDH1 R132H. IDH1-R132H enzyme, NADPH consumption, diaphorase/resazurin fluorescence. Potency, µM (titrated, usually from 76.6 µM), for the others: at the top dose activity change, negative = inhibition, most hits filed as inhibitors. 0.093% of 390,000 active. AID 602179; note: potency is the fitted concentration of half-maximal effect; % is set by controls: 0 for no effect and ±100 for the full control effect; nearly all actives have a fitted effect of over 65% in size
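IDH1-R132H (0.5 ug/mL) preincubated 30 min with compound, then NADPH (0.016 mM) and alpha-KG (2 mM) added; 80 min at RT, pH 7.5. Remaining NADPH coupled via diaphorase/resazurin to fluorescence (540/590 nm); concentration-response curves normalized to no-enzyme control.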
Numbers without * were called inactive; ? = inconclusive; nt = no result given; & = joins results of further samples; [ ] = dose if it differs, or a comment. Unless noted, calls come from the whole dose curve; as a rule, active = well fitted curve in the direction sought with a large enough effect; inconclusive = small, poorly fitted or top-dose-only effect, or another doubt; inactive = no such curve, though single readings can be large; an effect the other way counts as inactive or inconclusive. A portion of the library. The share of hits here may be higher or lower than overall.

SMILES	TrxR1 substrate	Vif-A3F inh	RXFP1 ag	Vif-APOBEC3G blk	GRP78 ERSR act	LDHA block	PI4K2A inh	USP1-UAF1 inh	IDH1 R132H inh
Cc1ccc(Nc2cc(C(=O)NC3CCCC3)c3ccccc3n2)cc1C	1%[57.1 µM]	2%	3.8%	1%	0%	-4	-3	-8%	-31%
O=C(Nc1nnc(C2CCCCC2)s1)c1ccc(Br)s1	5%	-3%	?	1%	5%	-1	2	-18%	16%
CCN(CC)C(=O)c1sc2c(c1C)c(=O)n(Cc1ccccc1)c(=O)n2CC(=O)Nc1ccc(OC)cc1	-8%[57.1 µM]	0%	-1.3%	-5%	-2%	-2	4	-12%	9%
Cc1ccc(S(=O)(=O)Nc2cc(=O)[nH]c(SCC(=O)Nc3cccc(C(F)(F)F)c3)n2)cc1	-12%	?	3.1%	2%	-7%	-7	10	-10%	1%
COc1ccc(CN2CCc3nc(Nc4ccccc4)ncc3C2)c(OC)c1OC	-4%[0.457 µM]	1%	1.0%	-4%	-2%	0	2	5%	-1%
CCc1cccc(NC(=O)CSc2nnc(-c3cc4occc4n3C)n2-c2ccccc2C)c1	-2%	0%	-0.2%	7%	-1%	-8	5	?	-5%
Cc1cccc(C)c1NC(=O)CNC(=O)C12CC3CC(CC(O)(C3)C1)C2	-5%	?	-0.1%	0%	-5%	-4	-4	-1%	2%
O=C(c1cc(C2CCCCN2C(=O)OCCF)on1)N1CCOCC1 (configuration not stated)	nt	nt	nt	3%	-3%	0	-2	nt	nt
O=[N+]([O-])c1cccc(C(=Nc2ccccc2)NO)c1	-6%	2%	-2.8%	-3%	-5%	-1	-2	-10%	7%
O=C(CNC(=O)c1cccs1)OCC(=O)c1ccccc1Cl	9%[57.1 µM]	0%	2.6%	0%	-3%	-4	7	-6%	8%
CCC1CCCCN1CCCNC(=O)C1CCN(c2nnc(-n3cccc3)s2)CC1 (configuration not stated)	-1%	-1%	1.2%	0%	-9%	-2	1	-8%	3%
Cc1ccc(Sc2ncccc2[N+](=O)[O-])cc1	-6%[57.1 µM]	-7%	-2.3%	3%	-2%	-5	1	-4%	9%
COc1cccc(-c2cc(C(=O)NCc3ccccc3)[nH]n2)c1	-5%[57.1 µM]	7%	-1.5%	2%	1%	-1	-6	13%	-8%
COc1ccc(S(=O)(=O)Nc2c(C)cccc2C)cc1-n1cnnn1	-10%	7%	0.7%	-5%	-7%	-8	-3	-21%	-3%
O=C(CCC(=O)c1cccs1)OCc1ccc([N+](=O)[O-])cc1	2%	1%	0.1%	-3%	-4%	-4	-4	-14%	-2%
CCOC(=O)c1nn(-c2ccc(Cl)cc2)c2nc(-c3ccc(C)cc3)c(C#N)c(=O)n12	121%[activator]	1%	-0.2%	1%	-5%	-7	0	-17%	0%
CCCS(=O)(=O)NC(=O)C1(C)CCCN(C(=O)c2ccc(OC)cc2OC)C1 (configuration not stated)	nt	nt	nt	1%	4%	-4	1	nt	nt
CC(=O)Nc1ccc(NC(=O)C(C)OC(=O)C2CCCC2)cc1 (configuration not stated)	0%	-6%	-1.0%	-1%	-3%	-6	4	-20%	3%
O=C(O)CC(=O)Nc1ccccc1	-5%	-1%	0.3%	0%	-6%	-4	2	-6%	-1%
Cc1ccc(C(=O)COC(=O)COc2ccc(C)c(C)c2)cc1	-4%	-12%	-0.5%	7%	7%	-2	1	-18%	-8%
CC1CCN(S(=O)(=O)c2ccc(NC(=O)CN3CCCC3)cc2)CC1	0%[57.1 µM]	6%	3.1%	2%	-4%	-11	2	-20%	-4%
CCCCN(Cc1cc2ccccc2[nH]c1=O)C(=O)c1cccc(Cl)c1	-1%	4%	11%	-4%	-4%	-4	0	-16%	-8%
CCOC(=O)C1CCCN(C(=O)c2ccc3c(c2)sc2nc(-c4cccc(OC)c4)cn23)C1 (configuration not stated)	-6%	0%	-2.9%	-13%	0%	-4	-6	-7%	6%
C=CCc1ccc(OCCCCNC2CCCC2)c(OC)c1	-5%	6%	-0.1%	13%	-2%	-6	-1	-24%	0%
CC/C(=N/NC(=O)c1ccc2c(c1)OCO2)c1ccccc1O	-4%	?	nt	-6%	5%	1	2	-6%	3%
CCCn1nnnc1NCc1ccccc1OCc1cccs1	4%	0%	1.6%	-2%	-4%	-2	0	-4%	1%
Cc1cc(Br)c(NC(=O)COC(=O)CC2CC3CCC2C3)c(Br)c1 (configuration not stated)	-1%	2%	nt	5%	-6%	-1	-6	2%	-3%
CSc1ccccc1C(=O)C1CCCN(C(=O)c2cc(C(C)C)no2)C1 (configuration not stated)	1%	11%	0.9%	0%	-1%	-2	1	-9%	4%
Cc1ccc(CNc2ccc(N3C(=O)CC(C)C3=O)cc2[N+](=O)[O-])cc1 (configuration not stated)	-6%	-1%	-0.3%	1%	0%	-7	4	-10%	1%
Cc1ccc(NC(=O)CN(c2ccc(C)cc2)S(=O)(=O)c2cccc3nonc23)cc1	-12%&-2%	5%&1%	0.9%&1.7%	0%&2%	-6%&-2%	-1&-9	-1&0	-26%&-25%	-2%&-4%
CC(C)C1NC(C(=O)O)Cc2c1[nH]c1ccccc21 (configuration not stated)	137%[activator]	1%	-0.1%	6%	-5%	-1	0	?	8%
CCC(C)NS(=O)(=O)c1ccc(NC(=O)Cc2ccc(OC)cc2)cc1 (configuration not stated)	-5%[57.1 µM]	-21%	1.3%	0%	-2%	3	0	-6%	0%
COc1ccccc1N1CC(C(=O)OCC(=O)Nc2cc(C)on2)CC1=O (configuration not stated)	-5%[57.1 µM]	-2%	-0.5%	3%	2%	-13	-1	-9%	-8%
CCN(C(=O)COC(=O)c1cccc(C)c1[N+](=O)[O-])c1c(N)n(Cc2ccccc2)c(=O)[nH]c1=O	1%	-4%	0.4%	-1%	-6%	-3	1	-19%	1%
CCCn1nc(Oc2nc(NCC)nc(NC(C)C)n2)ccc1=O	1%	-2%	1.7%	4%	0%	-2	8	-18%	5%
COc1ccccc1NC(=S)NCc1ccco1	-9%	1%	0.1%	-1%	-5%	-6	3	-6%	8%
Cc1ccc2nc(N(CCCN(C)C)C(=O)CN3C(=O)c4ccccc4C3=O)sc2c1	1%	-4%	4.2%	6%	-7%	-3	4	-14%	-3%
CC(=O)c1ccc(N2CCN(C(=S)NCc3ccco3)CC2)cc1	-6%	-10%	1.3%	-1%	1%	-5	10	-16%	3%
O=C(CN1CCN(S(=O)(=O)c2ccc(Cl)cc2)CC1)Nc1ccc2c(c1)CCC2	-12%	-6%	2.0%	0%	-2%	-2	1	-11%	3%
CCOC(=O)C1CCN(c2ncnc3c2cnn3-c2ccccc2)CC1	6%	8%	-0.1%	-4%	-9%	-8	3	-20%	10%
O=C1COc2ccc(C(=O)CCl)cc2N1	5%	2%	0.2%	-1%	-1%	-1	2	-21%	2%
O=C(O)CCCCCN=C1CCc2ccccc2N1	1%[57.1 µM]	1%	-0.3%	0%	0%	-6	-8	-20%	0%
CCCc1cc(C(N)=O)c(NC(=O)c2ccoc2C)s1	6%[57.1 µM]	-4%	1.1%	2%	-1%	-5	0	-10%	5%
COc1cccc(Nc2nnc(SCC(=O)N3CC(C)OC(C)C3)s2)c1 (configuration not stated)	2%	-1%	1.9%	0%	-2%	4	2	3%	2%
O=C(COc1ccccc1[N+](=O)[O-])Nc1ccc(-c2nc3ccccc3s2)cc1	-5%	-4%	1.8%	5%	1%	-2	0	-20%	-9%
COCCN(C(=O)Cc1cccs1)C(C(=O)NC1CCCC1)c1cc(OC)c(OC)c(OC)c1 (configuration not stated)	19%[57.1 µM]	2%	0.9%	-7%	-6%	-10	-1	1%	15%
C[C@H](NC(=O)c1nc[nH]c1C(=O)NCC(=O)OCc1ccccc1)C(=O)OC(C)(C)C	-2%[57.1 µM]	-3%	-0.3%	0%	-1%	-2	3	-14%	-2%
CCn1cc(CN2CCC(C(=O)Nc3ccc(Oc4cccnc4)cc3)CC2)cn1	-9%	2%	-0.7%	0%	-5%	-8	3	-14%	1%
Cc1ccc(-c2nc(N)n(C(=O)c3cccnc3)n2)cc1	13%[57.1 µM]	-6%	-1.3%	1%	-1%	-3	1	-17%	2%
O=c1[nH]c(SCc2nc3ccccc3n2Cc2ccccc2)nc2ccccc12	-10%	-4%	13%	-7%	-10%	-3	5	-11%	6%
Cc1ccc2nc(-c3cccc(Br)c3)c(Cc3ccccn3)n2c1	nt	nt	nt	-20%	-3%	4	-9	nt	nt
Fc1ccc(/C=C/c2nnc(-c3cccs3)o2)cc1	12%	17%	-0.2%	-4%	2%	-7	-5	-17%	7%
CC(=O)Nc1ccc(S(=O)(=O)N2CCC(C(=O)N[C@@H](C)C(=O)NC3CCCC3)CC2)cc1	8%	-7%	2.4%	-7%	-3%	2	-5	-6%	0%
CC1(C(=O)NS(=O)(=O)c2ccccc2Cl)CCN1C(=O)Cc1cccs1 (configuration not stated)	nt	nt	nt	-1%	-1%	-3	1	nt	nt
